High-throughput results: PubChem, several laboratories
DUSP3 inh: VHR1 phosphatase inhibitors, primary screen, biochemical, absorbance, uHTS | Dual specificity protein phosphatase 3 (Homo sapiens), P51452 | recombinant VHR phosphatase, pNPP absorbance | 290,000 compounds, 0.52% hits | inhibition, % at 13.3 µM | AID 1654, 2009; in the data active means inhibition above about 50%; further: some compounds called inactive have numbers as strong as hits
Target sequence (P51452 whole entry, looked up): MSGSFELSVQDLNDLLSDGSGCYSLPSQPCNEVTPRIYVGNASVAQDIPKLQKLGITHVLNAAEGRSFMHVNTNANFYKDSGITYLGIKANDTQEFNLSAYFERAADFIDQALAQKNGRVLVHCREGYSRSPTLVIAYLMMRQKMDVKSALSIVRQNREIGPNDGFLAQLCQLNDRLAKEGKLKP
Vc quorum ag: inducers of Vibrio cholerae quorum light production without autoinducers, primary screen, BH1578 luxS cqsA deficient, single point; V. cholerae BH1578 lux reporter, luminescence, 6 h; activation, % at 18.7 µM; 350,000 compounds, 0.16% hits; AID 588436, 2011; in the data active means activation mostly above about 9.7%, no sharp cut-off; further: not every result past the cut was called active; inactives centre near 0; reference of the scale not given here
3CLpro inhibitor: SARS-CoV 3CLpro protease inhibitors, primary screen, biochemical, quenched FRET; inhibition, % at 6 µM; Replicase polyprotein 1ab (Severe acute respiratory syndrome coronavirus), P0C6X7; recombinant SARS-CoV 3CLpro, quenched FRET peptide cleavage; 290,000 compounds, 0.14% hits; in the data active means inhibition above about 12%
BioA inh: M. tuberculosis BioA enzyme inhibitors, primary screen, biochemical, plate reader, single point, HTS; inhibition, % at 9.99 µM; AID 602481, 2012; 360,000 compounds, 0.096% hits; 7,8-diaminopelargonic acid synthase BioA (Mycobacterium tuberculosis); purified M. tuberculosis BioA enzyme; in the data active means inhibition above about 40%
SSB-PriA inh: inhibitors of Klebsiella pneumoniae PriA binding to SSB C-terminal tail, primary screen, biochemical, AlphaScreen; PriA–SSB C-terminal tail interaction (Klebsiella pneumoniae); AlphaScreen SSBct-PriA binding, biotinylated peptide; inhibition, % at 33 µM; 430,000 compounds, 0.6% hits; in the data active means inhibition mostly above about 37%, no sharp cut-off; inactive means mostly below about 20%;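 further: plate controls were negative control peptide for no effect and reference peptide for full effect; strong numbers were not always called active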
Rv3671c protease: Rv3671c serine protease inhibitors, primary screen, biochemical, fluorescence polarization, M. tuberculosis H37Rv | P9WHR9 | inhibition, % at 5.96 µM | 320,000 compounds, 0.048% hits | AID 2606, 2010; in the data active means inhibition above about 38%;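 further: extracellular domain of Rv3671c used as enzyme; 0% = enzyme with DMSO and 100% = no enzyme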
Target sequence (P9WHR9 whole entry, looked up, the tested form may be a part): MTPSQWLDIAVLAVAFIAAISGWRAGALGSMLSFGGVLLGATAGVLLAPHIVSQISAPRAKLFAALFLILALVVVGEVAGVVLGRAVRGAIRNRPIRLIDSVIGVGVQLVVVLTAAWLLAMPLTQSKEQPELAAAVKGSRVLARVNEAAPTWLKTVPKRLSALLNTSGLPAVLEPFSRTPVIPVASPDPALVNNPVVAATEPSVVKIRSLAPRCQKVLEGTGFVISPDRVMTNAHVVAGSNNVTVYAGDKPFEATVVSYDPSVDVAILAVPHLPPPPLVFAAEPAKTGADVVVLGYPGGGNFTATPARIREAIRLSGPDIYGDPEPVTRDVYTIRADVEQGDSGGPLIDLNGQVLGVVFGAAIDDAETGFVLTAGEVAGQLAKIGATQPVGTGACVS
MazEF act: activators of E. coli MazEF toxin-antitoxin RNase, primary screen, biochemical, fluorescence, uHTS. 350,000 compounds, 0.32% hits. Endoribonuclease toxin MazF (Escherichia coli (strain K12)), P0AE70. activation, % at 20 µM. FAM/BHQ RNA-DNA oligo cleavage fluorescence, 5 h; in the data active means activation above about 50%
Target sequence (P0AE70 whole entry, looked up): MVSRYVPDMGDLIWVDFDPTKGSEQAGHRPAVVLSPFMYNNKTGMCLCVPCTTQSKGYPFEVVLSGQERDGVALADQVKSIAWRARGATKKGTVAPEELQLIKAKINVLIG
GDH-TPI counter: GDH-TPI coupling enzyme inhibitors, primary screen, artefact control for M. tuberculosis FBA inhibitor project, biochemical, absorbance, full deck; inhibition, % at 4.8 µM; AID 588335, 2011; GDH-TPI coupled enzyme counterscreen, NADH absorbance; 360,000 compounds, 1.2% hits; in the data active means inhibition above about 30%;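 further: 0% = DMSO wells and 100% = wells lacking the enzyme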
UGM FP inh: M. tuberculosis UGM enzyme inhibitors, primary screen, biochemical, fluorescence polarization, single point; UDP-galactopyranose mutase (Mycobacterium tuberculosis (strain ATCC 25618 / H37Rv)), …; purified UGM, fluorescence polarization probe displacement; inhibition, % at 10 µM; 320,000 compounds, 0.06% hits; in the data active means inhibition above about 10%, passing the limit was not always enough
FBA Mtb inh: Mtb FBA enzyme inhibitors, primary screen, biochemical, fluorescence, strain H37Rv; purified M. tuberculosis FBA, fluorescence read-out; inhibition, % at 1 µM; 360,000 compounds, 2.3% hits; in the data active means inhibition above about 27%;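 further: 0% = vehicle and 100% = reference inhibitor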
Target sequence (P9WQA3 whole entry, looked up): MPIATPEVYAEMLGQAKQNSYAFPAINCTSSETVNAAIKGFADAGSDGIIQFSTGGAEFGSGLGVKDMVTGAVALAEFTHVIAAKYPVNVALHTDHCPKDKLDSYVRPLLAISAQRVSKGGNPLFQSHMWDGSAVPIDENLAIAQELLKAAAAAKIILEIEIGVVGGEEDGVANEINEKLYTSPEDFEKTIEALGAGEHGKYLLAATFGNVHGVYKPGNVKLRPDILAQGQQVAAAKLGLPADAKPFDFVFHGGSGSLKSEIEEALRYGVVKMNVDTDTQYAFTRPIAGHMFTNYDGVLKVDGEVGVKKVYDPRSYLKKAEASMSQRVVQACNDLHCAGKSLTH
Active calls of the source: *; & = joins results of further samples. The list is partial (hit frequency here may not be typical).

For Cc1ccc(C)c(NC(=S)N2CCC(NC(=O)c3ccccc3)CC2)c1 the results were DUSP3 inh 21.5, Vc quorum ag inactive, 3CLpro inhibitor 4.1, BioA inh -1.6, SSB-PriA inh 5.2, Rv3671c protease 8.7, MazEF act 5.3, GDH-TPI counter 5.3, UGM FP inh -1.4 and FBA Mtb inh 6.0.
For O=C(CCCC1=NS(=O)(=O)c2ccccc2N1)N1CCN(c2ccc([N+](=O)[O-])cc2)CC1 the results were DUSP3 inh -19.8, Vc quorum ag -0.2, 3CLpro inhibitor -0.9, BioA inh -0.3, SSB-PriA inh 16.6, Rv3671c protease -1.1, MazEF act 34.7, GDH-TPI counter 3.7, UGM FP inh -3.3 and FBA Mtb inh -5.6.
For COc1ccc(-c2cc3nc(NCCCN(C)C)n(C)c(=O)c3s2)c(C)c1 the results were Vc quorum ag -0.6, BioA inh 3.5, GDH-TPI counter 18.1 and FBA Mtb inh 4.1.
For COCCNC(=O)NC(=O)CSc1nc(C)c(C)c(C)n1 the results were DUSP3 inh 33.3, Vc quorum ag -0.2, 3CLpro inhibitor -2.2, BioA inh -1.3, SSB-PriA inh 0.8, Rv3671c protease -5.5, MazEF act 1.2, GDH-TPI counter 2.4, UGM FP inh 0.5 and FBA Mtb inh 0.3.
`CC(C)N1CCN(Cc2cccn2-c2ccccn2)CC1CCO` (centres undefined) gave DUSP3 inh -5.0, 3CLpro inhibitor -0.4, SSB-PriA inh -0.8, Rv3671c protease -4.0, MazEF act 1.4, GDH-TPI counter 2.6, UGM FP inh 1.5 and FBA Mtb inh -2.5.
CCO[C@H]1OC(C(=O)NC2CC2)=C[C@@H](c2ccc3c(c2)OCO3)[C@@H]1CCCO was read as DUSP3 inh 12.0, Vc quorum ag -0.6, 3CLpro inhibitor -3.1, BioA inh 1.7, SSB-PriA inh -1.4, Rv3671c protease 2.3, MazEF act 4.9, GDH-TPI counter 5.4, UGM FP inh -5.7 and FBA Mtb inh 3.2.
O=C(O)c1nc(-c2ccccc2)n(-c2ccc(Cl)cc2)n1 was read as DUSP3 inh 28.7, Vc quorum ag -0.1, 3CLpro inhibitor -5.1, BioA inh 1.0, SSB-PriA inh -8.5, Rv3671c protease -6.6, MazEF act 4.2, GDH-TPI counter 2.2, UGM FP inh 7.1 and FBA Mtb inh 2.1.
Screening CC1(C(=O)OCc2cc(=O)n3cc(Br)ccc3n2)CC1(Cl)Cl (centres undefined) returned DUSP3 inh 14.0, Vc quorum ag -0.2, 3CLpro inhibitor 0.3, BioA inh 1.4, SSB-PriA inh -20.7, Rv3671c protease -9.9, MazEF act 5.7, GDH-TPI counter 9.3, UGM FP inh 2.9 and FBA Mtb inh 1.7.
COCCn1c(Cc2ccccc2)nnc1SCC(=O)NC(C)C was read as DUSP3 inh 14.1, Vc quorum ag inactive, 3CLpro inhibitor -1.2, BioA inh 0.0, SSB-PriA inh -9.0, Rv3671c protease 5.1, MazEF act -2.2, GDH-TPI counter -1.9, UGM FP inh -2.0 and FBA Mtb inh 4.0.
For O=C(NCc1ccccc1)Nc1cccc2ccccc12 the results were DUSP3 inh 9.3, Vc quorum ag inactive, 3CLpro inhibitor 0.7, SSB-PriA inh -2.3, Rv3671c protease 1.3, MazEF act 3.0, GDH-TPI counter -1.9, UGM FP inh 1.9 and FBA Mtb inh 6.4.
For CCCCN(C(=O)CSc1nnnn1C)c1c(N)n(Cc2ccccc2)c(=O)[nH]c1=O the results were DUSP3 inh 4.8, Vc quorum ag inactive, 3CLpro inhibitor -3.8, BioA inh 0.5, SSB-PriA inh 4.5, Rv3671c protease 8.1, MazEF act -1.2, GDH-TPI counter 2.5, UGM FP inh 2.6 and FBA Mtb inh 1.0.
CCn1c(CCCOc2ccc(Cl)cc2Cl)nnc1SCC(=O)Nc1cc(F)ccc1C was read as DUSP3 inh 13.6, Vc quorum ag 0.0, 3CLpro inhibitor -1.1, SSB-PriA inh -1.2, Rv3671c protease -4.7, MazEF act -0.9, GDH-TPI counter -2.3, UGM FP inh -2.1 and FBA Mtb inh -1.8.
Screening Clc1ccsc1-c1ccnc(-n2cccc2)n1 returned DUSP3 inh 43.8, Vc quorum ag -2.1, 3CLpro inhibitor 3.1, BioA inh -1.5, SSB-PriA inh -19.8, Rv3671c protease -8.2, MazEF act -0.3, GDH-TPI counter 3.1, UGM FP inh 0.1 and FBA Mtb inh 6.6.
Screening CC1CCCC(C)N1/N=C/c1ccccc1Br (centres undefined) returned Vc quorum ag inactive, 3CLpro inhibitor 6.3, BioA inh -1.8, Rv3671c protease 7.4, MazEF act 3.4, GDH-TPI counter 1.3, UGM FP inh -0.3 and FBA Mtb inh 1.1.
Screening CCNC(=O)C1(C)CCN(C(=O)c2cc(OC)c(OC)c(OC)c2)C1 (centres undefined) returned Vc quorum ag 0.5, BioA inh -1.1, GDH-TPI counter 3.1 and FBA Mtb inh -2.6.
Screening CCC(=O)Nc1cccc(NC(=S)NC(=O)c2cccc(C)c2)c1 returned DUSP3 inh -3.9, Vc quorum ag -0.2, 3CLpro inhibitor 6.9, SSB-PriA inh -13.9, Rv3671c protease -11.9, MazEF act 2.1, GDH-TPI counter 7.2, UGM FP inh -1.7 and FBA Mtb inh 3.6.
`CCOC(=O)c1ccc(NC(=O)Nc2ccc(F)cc2)cc1` gave DUSP3 inh 16.6, Vc quorum ag inactive, 3CLpro inhibitor 11.8, BioA inh -0.9, SSB-PriA inh -3.6, Rv3671c protease -24.7, MazEF act -7.6, GDH-TPI counter -4.5, UGM FP inh 1.1 and FBA Mtb inh -6.7.
For Cc1cc(C)c2c(=O)[nH]c(SCC(=O)Nc3ccccc3)nc2n1 the results were DUSP3 inh 17.0, 3CLpro inhibitor 2.2, BioA inh -0.2, SSB-PriA inh -4.0&-20.5, Rv3671c protease 1.1, MazEF act -5.4, GDH-TPI counter 5.2, UGM FP inh 1.9 and FBA Mtb inh 3.5.
CC(=O)Nc1ccc(S(=O)(=O)N2CCC(C(=O)NCc3ccncc3)CC2)cc1 was read as DUSP3 inh 7.1, Vc quorum ag -0.2, 3CLpro inhibitor -1.7, BioA inh 0.4, SSB-PriA inh -8.5, Rv3671c protease -0.6, MazEF act 0.8, GDH-TPI counter 5.2, UGM FP inh -2.1 and FBA Mtb inh 1.0.
Cc1ccc(C(=O)N/C(=C\c2ccc([N+](=O)[O-])cc2)C(=O)NCCc2ccccc2)cc1 was read as DUSP3 inh 8.2, Vc quorum ag -0.2, 3CLpro inhibitor -1.5, BioA inh -1.8, SSB-PriA inh -2.3, Rv3671c protease -8.8, MazEF act 1.2, GDH-TPI counter 19.9, UGM FP inh 0.8 and FBA Mtb inh -0.8.
For COc1ccc(-c2cc3nc(-c4ccccc4)cc(N4CCN(C(=O)c5ccccc5)CC4)n3n2)cc1 the results were Vc quorum ag -0.5, MazEF act -19.3, GDH-TPI counter 9.0 and FBA Mtb inh 2.9.
`NC(=O)c1cnccc1C=Cc1ccccc1` gave Vc quorum ag 0.8, BioA inh 0.9, SSB-PriA inh -4.7, MazEF act 9.8, GDH-TPI counter 3.0 and FBA Mtb inh -0.1.
For CC(C)CCC1=NN(C(=O)c2ccco2)C(O)(C(F)(F)F)C1 (centres undefined) the results were DUSP3 inh 15.8, Vc quorum ag 1.0, 3CLpro inhibitor -0.2, SSB-PriA inh -6.7, Rv3671c protease 1.0, MazEF act -1.8, GDH-TPI counter -6.7, UGM FP inh -1.4 and FBA Mtb inh 2.1.
`O=S(=O)(Nc1ccon1)c1ccc(F)c(F)c1` gave DUSP3 inh 6.2, Vc quorum ag -9.8, 3CLpro inhibitor -1.6, BioA inh -0.1, SSB-PriA inh 5.2, Rv3671c protease -6.0, MazEF act 1.2, GDH-TPI counter 4.4, UGM FP inh 1.7 and FBA Mtb inh 4.0.
For CCc1ccccc1NC(=O)CCC(=O)c1cccs1 the results were DUSP3 inh -1.5, Vc quorum ag inactive, 3CLpro inhibitor 0.8, BioA inh -2.1, SSB-PriA inh -13.7, Rv3671c protease -0.8, MazEF act -8.9, GDH-TPI counter 4.5, UGM FP inh 1.0 and FBA Mtb inh 0.6.
`CC(OC(=O)Cn1cnc2ccccc2c1=O)C(=O)NCc1ccccc1` (centres undefined) gave Vc quorum ag -0.2, BioA inh -0.1, SSB-PriA inh -10.3, Rv3671c protease 0.1, MazEF act -3.0, GDH-TPI counter -0.3, UGM FP inh -0.2 and FBA Mtb inh -1.8.
O=C(O)C1OCC2(CO1)COC(C(=O)O)OC2 (centres undefined) was read as Vc quorum ag -1.2, BioA inh 0.9, SSB-PriA inh -4.7, MazEF act 3.3, GDH-TPI counter 7.0 and FBA Mtb inh 2.6.
Screening CNC(=O)c1cc(C(=O)c2ccc(Cl)cc2)c(Br)[nH]1 returned Vc quorum ag 1.2, 3CLpro inhibitor -0.5, BioA inh -1.7, SSB-PriA inh -6.6, Rv3671c protease 6.2, MazEF act 7.4, GDH-TPI counter 0.0, UGM FP inh 2.6 and FBA Mtb inh -0.9.
Cc1ccc(NC(=O)c2cc(N3C(=O)CCC3=O)ccc2N2CCOCC2)cc1 was read as DUSP3 inh -1.3, Vc quorum ag -0.3, 3CLpro inhibitor -0.5, SSB-PriA inh 5.4, Rv3671c protease -3.2, MazEF act 4.5, GDH-TPI counter 8.8, UGM FP inh -3.6 and FBA Mtb inh -0.8.
Screening O=C(O)CC(NC(=O)Cc1ccc([N+](=O)[O-])cc1)c1ccc2c(c1)OCO2 (centres undefined) returned DUSP3 inh 25.1, Vc quorum ag inactive, 3CLpro inhibitor -1.6, SSB-PriA inh -7.1, Rv3671c protease 12.2, MazEF act 2.3, GDH-TPI counter 4.8, UGM FP inh 0.6 and FBA Mtb inh 2.2.
For O=C(CCCn1c(=O)[nH]c2cc(Cl)ccc2c1=O)NCC1CCCO1 (centres undefined) the results were DUSP3 inh 35.8, Vc quorum ag -3.2, 3CLpro inhibitor 2.0, BioA inh 0.1, SSB-PriA inh -14.9, Rv3671c protease 4.4, MazEF act 7.5, GDH-TPI counter 3.4, UGM FP inh -0.2 and FBA Mtb inh 1.4.
COc1ccc(OCC(=O)N/N=c2\oc3c(OC)cccc3cc2C(N)=O)cc1 was read as DUSP3 inh 6.8, Vc quorum ag -0.1, 3CLpro inhibitor 5.8, Rv3671c protease 0.2, MazEF act -12.2, GDH-TPI counter 9.3, UGM FP inh -0.1 and FBA Mtb inh 7.1.

Fetched by structure from the entries so far:
O=C(O)C1OCC2(CO1)COC(C(=O)O)OC2 (centres undefined) was read as Vc quorum ag -1.2, BioA inh 0.9, SSB-PriA inh -4.7, MazEF act 3.3, GDH-TPI counter 7.0 and FBA Mtb inh 2.6.
`O=S(=O)(Nc1ccon1)c1ccc(F)c(F)c1` gave DUSP3 inh 6.2, Vc quorum ag -9.8, 3CLpro inhibitor -1.6, BioA inh -0.1, SSB-PriA inh 5.2, Rv3671c protease -6.0, MazEF act 1.2, GDH-TPI counter 4.4, UGM FP inh 1.7 and FBA Mtb inh 4.0.
Screening CCC(=O)Nc1cccc(NC(=S)NC(=O)c2cccc(C)c2)c1 returned DUSP3 inh -3.9, Vc quorum ag -0.2, 3CLpro inhibitor 6.9, SSB-PriA inh -13.9, Rv3671c protease -11.9, MazEF act 2.1, GDH-TPI counter 7.2, UGM FP inh -1.7 and FBA Mtb inh 3.6.
